XIAP displacement – XIAP antagonists, biochemical, IAP family, fluorescence polarization (AID 1018); XIAP BIR domain, fluorescence polarization peptide displacement; higher % means a stronger effect; one-dose displacement, % at 20 µM; IC50 in µM for titrated hits; 200,000 compounds, 0.007% hits; in the data active = displacement above about 50%; also: a part of the inactive calls stands beside numbers as strong as those of hits
human PMI inhibition – MPI enzyme activity inhibition – biochemical, fluorescence intensity, coupled assay, primary screen (AID 1209) | purified PMI enzyme, coupled fluorescence intensity; higher % means a stronger effect | 190,000 compounds, 0.42% hits | inhibition, % at 20 µM; hits with a dose series show IC50 in µM;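 also: plate controls were DMSO vehicle for no effect and wells lacking substrate for full effect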
LYP phosphatase – PTPN22 lymphoid phosphatase activity blockers – biochemical, fluorescence intensity, uHTS (AID 1779); recombinant LYP phosphatase, fluorescence intensity; higher % means a stronger effect; 290,000 compounds, 0.054% hits; inhibition, % at 11.5 µM, or IC50 in µM where a hit was titrated;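 also: plate controls were vehicle with enzyme for no effect and no enzyme for full effect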
Dynein cargo inh – blocks dynein driven cargo transport along microtubules; z-score, hits read low; 3617.4 mouse cells, GR-EGFP nuclear translocation imaging; test concentration mostly 20 µM; stimulated with dexamethasone, 1 µM; stronger effect = lower value; 220,000 compounds, 0.47% hits; AID 1381;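 active = plate z-score of nuclear minus cytoplasmic receptor signal below a set negative limit, without overly bright fluorescence or cell loss, cut at about -3.5 in these data, passing the limit was not always enough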;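 also: z-score of nuclear minus cytoplasmic ring GR-EGFP intensity difference per well; some compounds called inactive have numbers as strong as hits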
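Buffer or medium: tet-free medium with charcoal-stripped serum / Also added: dexamethasone agonist, 1.0 µM final, for 30 min / Timing: induction 48 h, compound 1 h, agonist 30 min / Measured by: high-content fluorescence imaging after fixation / Read-out: nuclear-to-cytoplasmic GR-EGFP distribution per well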
Siah-1 displacement – blockers of Siah-1 interaction with plectin peptide – biochemical, fluorescence polarization, rhodamine-plectin, uHTS, primary screen (AID 1817) | Siah-1 / rhodamine-plectin peptide fluorescence polarization; higher % means a stronger effect | one-dose displacement, % at 20 µM; IC50 in µM for titrated hits | 290,000 compounds, 0.02% hits;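 active = displacement of at least 50% at 20 µM, with a fluorescence ratio check between 0.3 and a set limit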;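 also: plate controls were Siah plus tracer with DMSO for no effect and tracer alone without Siah for full effect; strong numbers were not always called active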
P. falciparum M1AAP – malaria alanyl aminopeptidase activity blockers – biochemical, fluorogenic H-Leu-NHMec substrate, 1536-well (AID 1445). 220,000 compounds, 0.42% hits. recombinant M1AAP, H-Leu-NHMec fluorogenic kinetic assay; higher % means a stronger effect. inhibition, % at 30 µM, or IC50 in µM where a hit was titrated;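 active = primary inhibition above the hit cutoff, then over 50% inhibition at one or more dose response concentrations, cut at about 23% in these data, passing the limit was not always enough; inconclusive = conflicting primary data, or primary hits not chosen for dose response; inactive = low primary inhibition, or under 50% at every dose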;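 also: plate controls were DMSO full reaction for no effect and no enzyme background for full effect; strong numbers were not always called active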
P. falciparum M17LAP – P. falciparum M17LAP inhibitors, primary screen, biochemical, fluorogenic H-Leu-NHMec substrate, 1536-well (AID 1619); recombinant M17LAP, H-Leu-NHMec fluorogenic kinetic assay; higher % means a stronger effect; 220,000 compounds, 0.38% hits; one-dose inhibition, % at 30 µM; IC50 in µM for titrated hits;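 active = compound inhibiting the enzyme by more than half at any dose during confirmatory dose-response retesting; inconclusive = strong single-dose inhibitors picked by rank but not retested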;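 also: plate controls were full reaction with DMSO carrier for no effect and no enzyme background for full effect; strong numbers were not always called active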
AID2073 – disruptors of CaV2.2 binding to Mint1 – biochemical, HTRF (AID 2073); inhibition, % at 20 µM; hits with a dose series show IC50 in µM; HTRF protein-protein interaction, Mint1-CaV2.2; higher % means a stronger effect; 290,000 compounds, 0.19% hits; in the data active = inhibition mostly above about 51%, no sharp cut-off; inconclusive = no clear call, values can overlap the other calls; inactive = mostly below about 53%; also: some results filed as inactive read as strong as hits
PMI inhibition – human PMI inhibitors, high substrate, primary screen, biochemical, fluorescence intensity, high mannose 6-phosphate (AID 1220); recombinant PMI enzyme, coupled fluorescence intensity; higher % means a stronger effect; one-dose inhibition, % at 20 µM; IC50 in µM for titrated hits; 190,000 compounds, 0.66% hits
Dynein cargo inh cytoplasmic EGFP – further read-out of Dynein cargo inh, marked with its call; z-score; measured here: cytoplasmic GR-EGFP intensity; stronger effect = higher value
Dynein cargo inh nuclear GR-EGFP – recorded beside Dynein cargo inh, whose call it bears; z-score; measured here: nuclear GR-EGFP intensity;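 lower value marks the stronger effect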
Dynein cargo inh cell count – also measured in Dynein cargo inh; calls as there; z-score; measured here: cell count per field
An asterisk follows results filed as active; ? = inconclusive; . = no result given. Rule as the data show it, unless noted: active = inhibition above about 50%; inactive = the rest.

structure	XIAP displacement	human PMI inhibition	LYP phosphatase	Dynein cargo inh	Dynein cargo inh cytoplasmic EGFP	Dynein cargo inh nuclear GR-EGFP	Dynein cargo inh cell count	Siah-1 displacement	P. falciparum M1AAP	P. falciparum M17LAP	AID2073	PMI inhibition
CC(C)CCNC(=O)CSc1nc2ccccc2s1	-6.6%	-24%	0%	-0.31	-0.3	0.087	0.4	-1%	1%	3%	-9%	-16%
COc1ccc(CCn2c(C(C)C)nc3oc4ccccc4c(=O)c3c2=O)cc1	.	.	0%	0.78	-0.1	0.3	-0.58	-4%	3%	15%	8%	.
COc1ccc(-c2ccc(=O)n(Cc3cc(=O)n4ccccc4n3)n2)cc1	-7.6%	4%	-1%	2.7	-0.12	1.6	-2	3%	4%	4%	17%	-2%
Cc1c(/C=N/n2cnnc2)c2ccccc2n1CCOc1ccccc1	0.0%	-4%	5%	-0.54	-0.38	0.059	0.43	2%	9%	10%	-1%	-3%
Cc1ccc(-c2noc(COc3ccccc3C)n2)cc1	-6.9%	12%	-5%	0.49	-0.26	0.92	-0.51	-4%	2%	7%	-8%	10%
CCOc1ccccc1NS(=O)(=O)c1cccs1	-2.7%	12%	-6%	-0.98	-0.26	-0.8	0.19	-5%	2%	-10%	-1%	4%
Cc1ccc(S(=O)(=O)N2CCCCC2)cc1NC(=O)Cn1ccsc1=N	-2.7%	-19%	-4%	0.84	-0.24	0.57	-1.1	0%	3%	-1%	-15%	-16%
Cc1cccc(-n2cc(CN3CCN(C(=O)c4ncn[nH]4)CC3)c(-c3cccc(F)c3)n2)c1	-1.4%	8%	56%*	0.86	-0.16	0.39	-0.86	35%	4%	7%	18%	4%
Cc1ccc2cc3c(nc2c1)N(c1ccccc1)CC3	-3.1%	14%	-6%	-0.93	-0.036	0.16	-0.71	1%	5%	5%	44%	17%
COc1ccc(NS(=O)(=O)c2ccc(NC(=S)NC(=O)c3ccc(F)cc3)cc2)nn1	-0.3%	8%	7%	0.62	-0.21	0.44	-0.16	1%	7%	40%	-4%	-5%
O=C(Cc1ccccc1)Nc1nonc1NC(=O)c1ccccc1	-4.4%	13%	0%	-0.78	-0.18	-0.38	1	0%	-3%	-25%	0%	10%
C=C(C)Cn1cnc2c(oc3nc4c(cc32)CCCC4)c1=O	.	.	-9%	0.045	-0.0054	0.018	0.16	-4%	5%	1%	-4%	.
Cc1ccc(C2C(C(=O)c3sc(C)nc3C)=C(O)C(=O)N2CCN(C)C)o1 (stereo unspecified)	-8.5%	-3%	0%	-0.44	-0.26	0.063	1.2	-3%	7%	13%	-5%	-8%
COC(=O)CCN(C(=O)c1ccc(N2CCCC2)c([N+](=O)[O-])c1)c1ccccn1	-3.1%	4%	-3%	-0.34	-0.29	-0.28	0.74	-3%	2%	1%	-3%	7%
O=C(CC1C(=O)NCCN1Cc1ccc(-c2ccccc2)cc1)NCCc1ccccn1 (stereo unspecified)	-18%	-6%	-6%	0.075	-0.25	-0.16	0.25	-11%	11%	5%	1%	23%
O=C(N/N=C/C=C/c1ccccc1)c1cc2c(ccc3ccccc32)o1	-5.4%	1%	-2%	0.16	-0.066	0.29	0.12	22%	10%	4%	35%	-1%
COCC(C)NS(=O)(=O)c1ccc(C)cc1 (stereo unspecified)	-5.2%	2%	-7%	0.013	-0.25	0.023	0.44	-1%	1%	14%	-5%	-2%
Brc1ccc(CNc2nc3ccccc3n2CCN2CCCCC2)cc1	.	.	-7%	0.0078	-0.23	0.17	-0.17	10%	6%	1%	22%	.
O=C(CN(CCc1ccccc1)C(=O)c1csnn1)NC1CCCC1	-3.3%	4%	-8%	-0.88	-0.23	-0.069	1.2	12%	4%	0%	-8%	2%
CNC(=S)N/N=C/c1ccccc1OCC(=O)O	.	.	0%	-0.71	-0.26	-0.35	2.5	10%	5%	3%	0%	.
COc1cc2cc3c(N)c(C(=O)NCc4ccco4)sc3nc2cc1OC	-1.2%	-26%	0%	-0.53	-0.23	-0.076	0.8	-2%	21%	20%	18%	-11%
CN(C)S(=O)(=O)c1cccc(NC(=O)CCNC(=O)c2ccccc2Cl)c1	-11%	14%	-7%	-0.33	-0.27	-0.21	0.31	1%	2%	-2%	-6%	12%
Cc1cc(C)cc(C(=O)N2CC(C)OC(C)C2)c1 (stereo unspecified)	-3.2%	5%	-2%	-0.74	-0.24	-0.26	0.73	1%	-3%	-11%	?	1%
Cc1cc(-c2csc(NCc3ccccc3)n2)c(C)n1C	0.2%	-34%	-3%	-0.14	-0.22	0.22	0.83	12%	4%	-3%	69%	-28%
CN(CCNC(=O)C1(O)c2ccccc2NC(=O)N1c1ccccc1)Cc1ccccc1 (stereo unspecified)	-2.9%	17%	-5%	0.21	0.32	0.62	-0.47	4%	1%	12%	1%	13%
CCOC(=O)c1nnn(-c2nn3nnnc3c3ccccc23)c1C	-6.0%	-6%	-2%	0.56	-0.088	0.61	-1.5	-2%	2%	-5%	3%	-12%
CCOC(=O)c1ccc(NC(=O)CC2C(=O)OCCN2CC)cc1 (stereo unspecified)	-3.1%	3%	-5%	-0.3	-0.28	0.047	0.085	-1%	-2%	6%	2%	0%
CN(C)c1ccc(CNC(=O)c2ccc(CNc3c(N4CCCCC4)c(=O)c3=O)cc2)cc1	-0.9%	6%	-6%	0.86	-0.12	0.82	-0.09	2%	4%	7%	-7%	15%
Cc1cnc(NC(=O)c2nn(C)cc2[N+](=O)[O-])s1	-6.5%	10%	-1%	-3.6*	0.77*	-1.3*	-0.7*	1%	6%	3%	-5%	12%
COc1cc(C(C)=O)ccc1Oc1ncnc2c1cnn2-c1ccccc1	-2.9%	4%	2%	-0.33	-0.24	-0.4	0.9	0%	-2%	0%	2%	-6%

Other structures follow.
structure,XIAP displacement,human PMI inhibition,LYP phosphatase,Dynein cargo inh,Dynein cargo inh cytoplasmic EGFP,Dynein cargo inh nuclear GR-EGFP,Dynein cargo inh cell count,Siah-1 displacement,P. falciparum M1AAP,P. falciparum M17LAP,AID2073,PMI inhibition
Nc1c(C(=O)N2CCCC2)sc2nc(-c3ccccc3)ccc12,.,.,2%,-0.32,-0.023,-0.091,0.38,0%,4%,-4%,-32%,.
COc1ccccc1Oc1ccc2c(c1)C(=O)N(c1ccc(Br)c3cccnc13)C2=O,-3.3%,12%,4%,0.5,-0.28,-0.21,0.83,4%,-3%,3%,20%,8%
O=C(CSc1nc(Nc2ccccc2)nc(N2CCOCC2)n1)Nc1ccc2c(c1)OCCO2,-2.8%,14%,-1%,-0.19,0.029,-0.0082,1.1,1%,6%,-6%,3%,4%
Cc1cccc(NC(=O)/C(C#N)=C\c2cn(CC(=O)O)c3ccccc23)c1,-2.0%,-30%,0%,-0.33,-0.26,0.027,0.25,-4%,9%,5%,6%,-12%
Cc1ccccc1C(=O)Nc1cccc(-c2ccc3nncn3n2)c1,-5.9%,-3%,0%,0.73,-0.18,0.4,-0.74,-1%,2%,5%,8%,-4%
CCOc1ccc(-n2c(SC(C)C)nc3c(c2=O)SCC3)cc1,-4.0%,8%,4%,0.61,-0.11,0.71,-0.51,1%,2%,-2%,-2%,9%
CN(C)S(=O)(=O)c1ccc(C(=O)OCC(=O)Nc2ccccc2OC(F)F)cc1,-6.1%,-6%,-5%,-1.2,0.036,-0.4,0.59,-2%,-2%,-2%,7%,-8%
Cn1cc(S(=O)(=O)CC(=O)Nc2ccc3c(c2)OCCO3)c2ccccc21,-1.9%,1%,-5%,0.26,0.0067,0.26,-1.1,-4%,4%,2%,3%,51%*
CCOC(=O)C1=C(C)NC(=O)NC1c1ccc2c(c1)OCCO2 (stereo unspecified),-2.7%,-7%,-6%,-0.58,-0.22,-0.08,0.42,-2%,2%,-12%,-5%,0%
CCC(C)Nc1nc(SC(C(C)=O)C(C)=O)nc(N(C)C)n1 (stereo unspecified),-6.4%,1%,3%,-0.54,-0.26,-0.014,-0.14,-1%,8%,1%,-2%,-7%

Entries listed so far containing fluorine, in the order listed:
structure,XIAP displacement,human PMI inhibition,LYP phosphatase,Dynein cargo inh,Dynein cargo inh cytoplasmic EGFP,Dynein cargo inh nuclear GR-EGFP,Dynein cargo inh cell count,Siah-1 displacement,P. falciparum M1AAP,P. falciparum M17LAP,AID2073,PMI inhibition
Cc1cccc(-n2cc(CN3CCN(C(=O)c4ncn[nH]4)CC3)c(-c3cccc(F)c3)n2)c1,-1.4%,8%,56%*,0.86,-0.16,0.39,-0.86,35%,4%,7%,18%,4%
COc1ccc(NS(=O)(=O)c2ccc(NC(=S)NC(=O)c3ccc(F)cc3)cc2)nn1,-0.3%,8%,7%,0.62,-0.21,0.44,-0.16,1%,7%,40%,-4%,-5%
CN(C)S(=O)(=O)c1ccc(C(=O)OCC(=O)Nc2ccccc2OC(F)F)cc1,-6.1%,-6%,-5%,-1.2,0.036,-0.4,0.59,-2%,-2%,-2%,7%,-8%
